# Bioassay records as filed in PubChem.
# LYPLA2 inh – counter-screen for PME1 inhibitors: inhibitors of human LYPLA2; 0.38% of 320,000 active; inhibition, % at 5.9 µM; recombinant LYPLA2, FP-Rh probe fluorescence polarization;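 active = inhibition above the screen-wide mean plus 3 SD, limit set per campaign, cut at about 26% in these data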;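 also: 0% = LYPLA2 with DMSO and 100% = wells lacking LYPLA2 enzyme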
# Target sequence (O95372 whole entry, looked up): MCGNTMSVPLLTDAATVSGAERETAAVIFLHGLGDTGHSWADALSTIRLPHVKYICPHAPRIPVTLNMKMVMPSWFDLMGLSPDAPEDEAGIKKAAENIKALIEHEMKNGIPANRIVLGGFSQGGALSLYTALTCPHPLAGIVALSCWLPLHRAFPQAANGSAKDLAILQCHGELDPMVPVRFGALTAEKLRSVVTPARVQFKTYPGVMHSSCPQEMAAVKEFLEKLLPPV
# ZTA DNA inh – ZTA (EBV) inhibition in EBNA-1 counter-screen; P03206; ZTA-DNA binding, fluorescence polarization; inhibition, % at 11 µM; 0.15% of 320,000 active; AID 2234; in the data active = inhibition above about 33%
# Target sequence (P03206 whole entry, looked up): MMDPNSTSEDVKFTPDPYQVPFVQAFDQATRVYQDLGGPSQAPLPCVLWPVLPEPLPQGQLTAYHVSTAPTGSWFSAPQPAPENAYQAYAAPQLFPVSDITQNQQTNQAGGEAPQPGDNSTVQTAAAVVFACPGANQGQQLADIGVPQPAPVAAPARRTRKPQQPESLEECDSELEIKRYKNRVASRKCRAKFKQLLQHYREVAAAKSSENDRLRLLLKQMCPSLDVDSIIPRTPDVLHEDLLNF
# PAFAH2 FP inh – inhibitors of human PAFAH2. Q99487. recombinant PAFAH2, FP-rhodamine activity probe, fluorescence polarization. inhibition, % at 3.39 µM. 0.99% of 340,000 active;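 active = inhibition above the mean over all tested compounds plus 3 SD, cut at about 30% in these data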;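 also: inhibitors block probe labeling of enzyme so polarization drops; 0% = enzyme with DMSO and 100% = wells lacking PAFAH2 protein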
# EBNA-1 inhibitor – blocks EBNA-1 binding to DNA; EBNA-1 DNA binding, fluorescence polarization; inhibition, % at 14.8 µM; 0.34% of 300,000 active; AID 1950; in the data active = inhibition above about 28%
# pPAFAH inh – pPAFAH (human) enzyme inhibition; Q13093; recombinant pPAFAH, FP-rhodamine probe fluorescence polarization; inhibition, % at 3.39 µM; 1.5% of 330,000 active;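 active = inhibition above the mean inhibition across the screen plus 3 SD, cut at about 25% in these data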;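 also: inhibitors block binding of the rhodamine activity-based probe so polarization drops; 0% = enzyme with DMSO and 100% = wells lacking pPAFAH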
# Target sequence (Q13093 whole entry, looked up): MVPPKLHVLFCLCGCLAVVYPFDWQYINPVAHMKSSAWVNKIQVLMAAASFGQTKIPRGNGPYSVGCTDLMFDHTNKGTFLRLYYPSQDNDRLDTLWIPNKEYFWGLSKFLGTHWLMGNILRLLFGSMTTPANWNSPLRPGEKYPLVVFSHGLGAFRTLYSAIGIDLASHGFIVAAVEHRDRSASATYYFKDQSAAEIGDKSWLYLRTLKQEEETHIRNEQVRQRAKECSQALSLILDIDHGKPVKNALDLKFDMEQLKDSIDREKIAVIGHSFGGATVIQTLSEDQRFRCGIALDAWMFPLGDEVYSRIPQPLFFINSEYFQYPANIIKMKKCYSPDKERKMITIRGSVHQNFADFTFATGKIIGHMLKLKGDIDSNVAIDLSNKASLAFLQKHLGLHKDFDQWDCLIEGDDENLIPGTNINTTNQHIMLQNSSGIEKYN
# LYPLA1 inh – blocks human lysophospholipase 1, a PME1 counter-screen | O75608 | recombinant LYPLA1, FP-Rh probe fluorescence polarization | inhibition, % at 5.9 µM | 0.16% of 320,000 active;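 active = inhibition above the mean of all tested compounds plus 3 SD, set per campaign, cut at about 14% in these data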;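 also: inhibitors block serine hydrolase probe labeling of LYPLA1 so polarization falls; 0% = enzyme with DMSO and 100% = wells lacking LYPLA1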
# PAFAH1B2 inh – inhibitors of human PAFAH1B2 | inhibition, % at 3.39 µM | P68402 | 1.2% of 340,000 active | recombinant PAFAH1B2, FP-rhodamine activity probe, fluorescence polarization;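 active = inhibition above the mean of all tested compounds plus 3 SD, cut at about 24% in these data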;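 also: 0% = enzyme with DMSO and 100% = wells lacking PAFAH1B2; many of its hits are not listed in these tables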
# PREPL inh – inhibitors of human prolyl oligopeptidase-like enzyme PREPL | Q4J6C6 | recombinant PREPL, fluorescence polarization activity-based probe | inhibition, % at 5.96 µM | 0.68% of 320,000 active | AID 2751; in the data active = inhibition above about 43%;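 also: 0% = enzyme with DMSO and 100% = wells lacking enzyme; many of its hits are not listed in these tables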
# PAFAH1B3 FP inh – blocks human PAF acetylhydrolase 1B catalytic subunit 3 | AID 492972 | Q15102 | 0.28% of 340,000 active | recombinant PAFAH1B3, FP-rhodamine probe, fluorescence polarization | inhibition, % at 3.39 µM;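 active = inhibition above the screen-wide average of all tested compounds plus 3 SD, cut at about 25% in these data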;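 also: 0% = enzyme with DMSO only and 100% = wells lacking PAFAH1B3 protein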
# * marks the source's active call; other numbers are inactive results; x = no result given. Not all compounds are listed (hit frequency here may not be typical).
SMILES,LYPLA2 inh,ZTA DNA inh,PAFAH2 FP inh,EBNA-1 inhibitor,pPAFAH inh,LYPLA1 inh,PAFAH1B2 inh,PREPL inh,PAFAH1B3 FP inh
Cc1noc(C)c1CN1C(=O)NC2(CCc3ccccc3C2)C1=O (stereo not given),3,8,4,0,4,2,-2,-5,6
CN1CCN(CCOc2ccc(-c3ccccc3)cc2)CC1,-2,3,0,-8,-9,-3,-3,2,2
COc1ccc(-c2cc(C(=O)Nc3c(C)nn(Cc4ccccc4Cl)c3C)no2)cc1OC,4,-7,-4,1,4,-1,2,-18,2
CCN1C(=NCC2CC2)N[C@@H](c2ccccc2)C(C(=O)OC)=C1C,x,x,-9,x,4,x,4,19,9
Cc1cc(=O)[nH]c2c1c(C)nn2C1CCCCC1,2,-3,0,7,5,1,0,0,2
COc1ccc(Nc2nc(NCc3ccco3)nc(N)c2[N+](=O)[O-])cc1,0,17,x,39*,1,3,x,7,x
CC1Cc2cc(C3(O)C(=O)c4ccccc4C3=O)ccc2N1 (stereo not given),-1,3,-9,-7,4,1,-2,8,4
Cc1nnc(SCC(=O)NC2CC2)n1CCc1ccccc1,8,-10,2,2,0,3,7,5,15
CC1(C)CC(=O)C=C(c2ccc(I)cc2)C1,11,-1,-5,x,4,3,-2,-53,-1
O=C(c1cccc(-c2nnc(-c3ccccc3)o2)c1)N1CCCCC1,12,-32,2,-4,3,3,0,4,0
O=C(c1ccc(C(F)(F)F)cc1)N1CCN(c2ccc(N3CCOCC3)nn2)CC1,-2,-6,7,-3,4,0,1,6,12
CC1CC(C)CN(C(=O)COC(=O)CCCN2C(=O)c3cccc4cccc(c34)C2=O)C1 (stereo not given),9,-1,-1,3,2,0,-1,21,8
O=C(NCC(c1ccc(F)cc1)N1CCOCC1)c1cccc(Br)c1 (stereo not given),-6,1,6,7,5,-4,-5,-5,-3
CC(Sc1ccccc1F)C(=O)Nc1ccc2c(c1)OCCO2 (stereo not given),x,x,13,x,8,x,6,8,7
COCCC(=O)N1CCc2c([nH]c3ccccc23)C1C(C)(C)C (stereo not given),0,-14,3,-19,4,2,1,15,2
Cc1cccc(N2CCN(C(=O)CNC(=O)Cc3ccccc3)CC2)c1C,x,x,8,x,15,x,-1,15,9
Cc1ccc(S(=O)(=O)N(C)C)cc1NC(=O)COC(=O)/C(=C/c1ccc(F)cc1)c1cccs1,-16,1,-5,-3,3,-11,0,-3,-12
COc1ccc(/C=C(\C#N)C(=O)OCC(=O)Nc2ccc(-c3nc4ccc(C)cc4s3)cc2)cc1,2,2,-1,2,1,0,-4,1,10
CCCNC(=O)c1cccc(Br)c1,-1,5,-2,4,0,0,3,6,4
CCOc1ccc(/C=N/Nc2cc(=O)n(C)c(=O)n2C)cc1,4,6,-1,-2,-4,2,6,7,2

# 5 consecutive compounds already listed:
SMILES,LYPLA2 inh,ZTA DNA inh,PAFAH2 FP inh,EBNA-1 inhibitor,pPAFAH inh,LYPLA1 inh,PAFAH1B2 inh,PREPL inh,PAFAH1B3 FP inh
CC1(C)CC(=O)C=C(c2ccc(I)cc2)C1,11,-1,-5,x,4,3,-2,-53,-1
O=C(c1cccc(-c2nnc(-c3ccccc3)o2)c1)N1CCCCC1,12,-32,2,-4,3,3,0,4,0
O=C(c1ccc(C(F)(F)F)cc1)N1CCN(c2ccc(N3CCOCC3)nn2)CC1,-2,-6,7,-3,4,0,1,6,12
CC1CC(C)CN(C(=O)COC(=O)CCCN2C(=O)c3cccc4cccc(c34)C2=O)C1 (stereo not given),9,-1,-1,3,2,0,-1,21,8
O=C(NCC(c1ccc(F)cc1)N1CCOCC1)c1cccc(Br)c1 (stereo not given),-6,1,6,7,5,-4,-5,-5,-3

# Carrying on.
SMILES,LYPLA2 inh,ZTA DNA inh,PAFAH2 FP inh,EBNA-1 inhibitor,pPAFAH inh,LYPLA1 inh,PAFAH1B2 inh,PREPL inh,PAFAH1B3 FP inh
Cc1csc2nc(CNC(=O)C3CC=CCC3C(=O)O)cn12 (stereo not given),2,-13,-3,8,8,3,1,9,12
CN(CCNC(=O)c1ccc(CS(=O)(=O)c2c(Cl)cccc2Cl)o1)CCc1ccccc1,4,-6,-4,1,7,-3,0,-56,-3
COc1cccc(C(=O)NCCS(=O)(=O)N2CCc3ccccc3C2)c1,7,5,3,4,3,3,-4,5,2
COc1ccc(N2CCN(C(C)C(=O)N(C)Cc3ccccc3)CC2)cc1 (stereo not given),-2,4,-2,-9,-1,-1,0,18,1
COc1ccc(C(=O)NNC(=O)c2ccncc2)cc1,2,-5,-4,-4,3,2,2,-1,-3
COc1ccc(C2=NN(C(=O)CSc3nnc(C)c(=O)n3N)C(c3ccco3)C2)cc1 (stereo not given),4,-5,5,-13,2,2,2,-5,-3
Cc1cc(C)c(C)c(S(=O)(=O)N2CCN(C(=O)CCc3nc4ccccc4c(=O)[nH]3)CC2)c1C,4,5,0,-4,-1,1,1,4,1
COc1ccc(C(=O)NCc2nnc(SCC(=O)N3CCc4ccccc43)n2CCc2ccccc2)cc1,-1,14,1,2,1,-5,4,14,-1
COC(=O)c1cc(OC)c(OC)cc1NC(=O)c1ccc(C)o1,-6,0,2,5,1,0,5,3,2
O=C(Cn1nnc2ccccc2c1=O)NCCc1ccc(F)cc1,1,-9,x,4,-2,1,x,2,x
Cc1ccc(NCc2ccccc2O)cc1,1,10,-2,3,4,2,4,2,1
CC(NC(=O)c1ccccc1Br)c1nnc(SCC(=O)NC2CCCCC2)n1C (stereo not given),-7,8,5,-2,2,-4,0,4,2
COc1ccc(NC(=O)NCCCCc2ccccc2)c(OC)c1,2,5,3,9,5,-1,0,3,4
Cc1c(NS(=O)(=O)c2cccc([N+](=O)[O-])c2)c(=O)n(-c2ccccc2)n1C,0,8,-1,-1,4,-4,5,5,6
COc1ccc2oc(C(=O)OCC(=O)NC3(C#N)CCCC3)c(C)c2c1,0,-3,53*,-11,8,-2,-3,-4,2
COc1ccc(N2CCN(S(=O)(=O)c3cccc(C(F)(F)F)c3)CC2)cc1,3,4,7,2,2,-3,2,-6,3
COc1ccccc1NC(=S)NC(=O)C1CC1,-1,-3,-3,2,3,-2,2,-4,5
CCOC(=O)N1CCN(C(=O)c2ccc(S(=O)(=O)c3ccc(C)cc3)c(NC(C)=O)c2)CC1,-2,-5,10,-3,-2,-3,4,13,0
Cc1nn(-c2ccccc2)c(C)c1/C=N/NC(=O)CSc1nnc(SCc2ccccc2Cl)s1,-25,12,-23,20,-5,-18,-8,-16,-9
O=C(CCC(=O)Nc1ccc(Br)cc1)N/N=C/c1ccc(F)cc1,-9,13,3,34*,1,-7,5,-6,-1
CCOc1ccc(C(=O)COC(=O)CN2C(=O)NC3(CCCCC3C)C2=O)cc1 (stereo not given),1,-1,-5,x,2,0,-1,3,-8
COc1ccc(CN2CCN(Cc3ccccc3F)CC2)c(OC)c1,5,3,3,3,0,-3,4,-10,-3
O=c1ccc(-c2ccccc2)nn1Cc1ccc(F)cc1Cl,35*,-1,-5,-2,4,-3,1,-12,6
Cc1c(C(=O)NC2CCCCC2C)oc2ccccc12 (stereo not given),3,12,-2,0,0,-5,1,-9,15
O=C(O)c1ccc(/C=N/NC(=S)NC2CCCCC2)cc1,-2,-6,1,-4,2,-2,1,1,1
Cc1ccc(OC(=O)c2ccccc2P(=O)(O)O)cc1,-3,-2,-2,-3,-2,0,7,12,9
CCOC(=O)N1CCN(c2c(N3CCc4ccccc4C3)c(=O)c2=O)CC1,4,-11,-6,-7,4,5,0,1,2
O=C(Cn1c(NCCCCl)nc2ccccc21)c1ccccc1,2,8,3,x,2,3,8,-7,3
O=C(c1c(F)cccc1F)N(Cc1cccs1)C1CCCC1,2,4,8,11,1,-1,9,-11,13
CC(C)(C)c1cc(OS(C)(=O)=O)ccc1O,0,-4,-3,-12,4,-3,10,-2,7
CCOC(=O)C1(C)C=C(Nc2cccc(OC)c2)C(=O)N1c1ccccc1 (stereo not given),-1,6,3,0,-1,1,2,2,7
O=C(COC(=O)c1cccnc1Cl)Nc1ccc2c(c1)OCCO2,-5,18,36*,-2,6,0,-1,-3,9
O=C1CC(c2ccccc2)Cc2nc3nc(C(F)(F)F)nn3cc21 (stereo not given),2,-2,-4,9,6,1,7,8,1
Cn1c(=O)n(C)c2cc(NC(=O)CCc3ccccc3)c(Br)cc21,-2,5,-9,7,1,0,8,7,4
O=C1OCc2cc(NC(=O)C34CC5CC(CC(C5)C3)C4)ccc21,2,5,10,-6,0,-1,8,0,-2
COc1ccc(Cl)cc1NC(=O)CSc1nc2ccsc2c(=O)n1CC1CCC(C(=O)O)CC1 (stereo not given),-2,10,-8,-6,3,-2,3,-7,0
Cc1cc(-c2nnc3n2N=C(c2ccc(F)cc2)CS3)n[nH]1,-1,-11,3,-4,1,4,5,-2,2
O=C(NCc1ccccc1C(F)(F)F)C1CCC(=O)N(C2CC2)C1 (stereo not given),1,-24,7,-2,-3,1,3,3,2
Cc1cc(Cl)ccc1OCC(=O)OCC(=O)N1CCC(C(N)=O)CC1,-4,4,20,x,13,-4,5,5,2
O=C(CC(C(=O)O)C1CCCO1)NCc1ccccc1 (stereo not given),3,7,-1,-3,0,3,1,-1,4
Cc1ccc(-c2[nH]c3ccccc3c2SCCNC(=O)c2cc3ccccc3oc2=O)cc1,-7,13,0,3,11,-12,2,12,-1
Cc1ccc(NC(=O)CNc2cccc(Br)c2)cc1S(=O)(=O)N1CCOCC1,x,x,6,x,-1,x,-2,22,2
COc1ccccc1NC(=O)N1CCN(c2ccc3nncn3n2)CC1,0,12,3,5,3,-1,5,0,-2
CC(C)(C)NC(=O)CCN(/N=C/c1ccccc1F)C1=NS(=O)(=O)c2ccccc21,3,-7,1,5,1,0,3,11,6
COc1ccccc1N1CCN(Cc2cc(=O)c(OCC(=O)Nc3ccccc3)co2)CC1,-1,-12,12,-12,6,-1,3,2,5
Cc1ccc(C(=O)C2CCN(CC(=O)N3CCN(c4ccc(F)cc4)CC3)CC2)cc1,4,10,6,5,3,3,4,16,4
COc1ccc(CC(=O)Nc2ccccc2NC(=O)Cc2ccc(OC)cc2)cc1,-14,10,-2,4,9,-7,2,2,2
O=C(CN1CCOCC1)NC1C2CC3CC(C2)CC1C3 (stereo not given),8,-2,11,7,-1,6,7,6,5
Cn1c(=O)[nH]c2nnc(-c3ccc(Cl)c(Cl)c3)nc2c1=O,3,7,23,-3,7,14*,15,4,10
NC(=O)C1CCN(C(=O)CCNS(=O)(=O)c2ccccc2F)CC1,-4,17,-1,x,-2,-1,3,-4,3
CN(C)CC(C)(C)CN=Cc1c(O)[nH]c2ccccc12,1,-10,0,-1,0,3,3,-16,5
Cc1c(OC(C)C(=O)NCCCn2ccnc2)ccc2c3c(c(=O)oc12)CCC3 (stereo not given),3,2,0,0,3,-1,-3,3,4
O=[N+]([O-])c1ccc(S(=O)(=O)Nc2ccccn2)cc1,3,-9,0,10,1,-1,2,2,7
O=C(c1cc(-c2ccncc2)nc2ccc(Cl)cc12)N1CCN(C(=O)C2CCCO2)CC1 (stereo not given),-2,-9,2,8,1,-1,-1,-3,7
COc1ccc(NC(C)=O)cc1S(=O)(=O)N1CC=C(c2ccccc2)CC1,x,x,8,x,-1,x,6,-13,3
COc1ccc(N2CCN(c3ccc4nnc(CCC(=O)Nc5ccc(C)cc5)n4n3)CC2)cc1,-6,4,8,10,4,-1,4,59*,3

# 3 of the entries above in order of the pPAFAH inh value, falling:
SMILES	pPAFAH inh
CC(NC(=O)c1ccccc1Br)c1nnc(SCC(=O)NC2CCCCC2)n1C (stereo not given)	2
Cc1cc(-c2nnc3n2N=C(c2ccc(F)cc2)CS3)n[nH]1	1
CCOC(=O)N1CCN(C(=O)c2ccc(S(=O)(=O)c3ccc(C)cc3)c(NC(C)=O)c2)CC1	-2
